bIAP inhibitor – blocks bovine intestinal alkaline phosphatase activity; purified bovine IAP, CDP-star luminescence, 30 min; inhibition, % at 20 µM; 190,000 tested, under 10 active;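 active = over 50% inhibition of intestinal alkaline phosphatase at 20 µM in the single-dose screen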
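Assay system: bovine IAP enzyme; medium: DEA buffer 100 mM, pH 9.8, with MgCl2 1.0 mM, ZnCl2 0.02 mM; doses: 20 µM single dose; incubation: enzyme reaction for 30 min at room temperature; detection: CDP-star luminescence signal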
SRC2 TRFRET art – counter-screen for PPARgamma SRC-2 recruitment agonists: TR-FRET artefact; stronger effect = higher value; TR-FRET ratio at 8 µM; hit rate 0.4% among 200,000; in the data active = TR-FRET ratio above about 2000; also: inactives centre near 1500; reference of the scale not given here
RAM inhibit – inhibitors of the yeast RAM network. hit rate 1.8% among 190,000. AID 868. S. cerevisiae dse1pr::URA3 reporter, 5-FOA growth OD615, 2 d; analog-sensitive cbk1-as2 kinase mutant strain. inhibition, % at 50 µM;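 active = inhibition above a set limit, 3 SD over mean compound inhibition, cut at about 8.4% in these data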;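 also: 0% = DMSO-only wells with no growth and 100% = 10 µM 1-NA-PP1 full growth; inhibition rescues growth on 5-FOA so higher OD means more RAM inhibition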
HMGR II inh – blocks class II HMG-CoA reductase of Enterococcus faecalis; purified E. faecalis HMGR, NADPH absorbance 340 nm kinetic; hit rate 0.41% among 190,000; inhibition, % at 10 µM; AID 1066;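 active = inhibition above a set limit, the median over all tested compounds plus 3 SD, cut at about 9.5% in these data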;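 also: enzyme runs in reverse so mevalonate oxidation gives rising NADPH absorbance; 0% = complete reaction with DMSO and 100% = background rate lacking mevalonate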
Redox H2O2 prof – compounds producing H2O2 with reducing agent – biochemical, NIH compound library profiling, artefact control for MLSCN library redox annotation, primary screen; DTT-dependent redox cycling H2O2, phenol red/HRP absorbance; 100% = 100 µM peroxide control, 0% = buffer; activation, % at 10 µM; hit rate 0.03% among 200,000;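 active = activation of at least 50% relative to the plate's high and low controls in the primary single-dose screen; inactive = activation below 50%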;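 also: compound incubated with DTT at 0.8 mM final as the reducing agent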
Lmaj promast – reduces viability of Leishmania major promastigotes; resazurin fluorescence viability; inhibition, % at 10 µM; hit rate 9% among 200,000; AID 1063; in the data active = inhibition above about 50%;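 also: promastigotes grown with compound for 44 hours at 28 °C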
PPARg SRC-3 ag – agonists of human PPARgamma SRC-3 coactivator recruitment; P37231; biochemical PPARgamma/SRC-3 coactivator recruitment assay; activation, % at 8 µM; hit rate 0.26% among 200,000; in the data active = activation above about 23%;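 also: 0% = DMSO and 100% = reference agonist; some compounds past the cut are filed as inactive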
Target sequence (P37231 whole entry, looked up): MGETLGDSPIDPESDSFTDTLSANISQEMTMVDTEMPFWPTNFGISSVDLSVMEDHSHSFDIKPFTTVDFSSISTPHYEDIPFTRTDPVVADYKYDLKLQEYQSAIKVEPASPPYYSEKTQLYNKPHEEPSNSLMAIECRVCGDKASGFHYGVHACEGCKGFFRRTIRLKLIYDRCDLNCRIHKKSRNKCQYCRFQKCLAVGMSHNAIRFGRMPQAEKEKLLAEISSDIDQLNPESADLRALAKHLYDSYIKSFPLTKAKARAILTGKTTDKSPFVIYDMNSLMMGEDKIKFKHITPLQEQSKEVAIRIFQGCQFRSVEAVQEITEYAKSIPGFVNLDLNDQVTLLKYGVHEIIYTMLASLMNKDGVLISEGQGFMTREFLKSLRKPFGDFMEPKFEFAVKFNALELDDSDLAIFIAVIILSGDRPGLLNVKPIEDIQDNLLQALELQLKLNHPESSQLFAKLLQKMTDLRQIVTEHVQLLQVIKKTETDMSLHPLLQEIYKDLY
ROMK mod – human ROMK K+ channel modulation, primary screen. AID 1918. hit rate 2% among 130,000. P48048. B-score at 10 µM. Tet-inducible ROMK, thallium flux fluorescence; actives lie on both sides;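 active = signal ratio slope over the read window, or its plate-corrected B-score, at least 3 SD from the plate mean, either direction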;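 also: B-score of the F/F0 ratio slope over 7 to 12 s after thallium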
Target sequence (P48048 whole entry, looked up): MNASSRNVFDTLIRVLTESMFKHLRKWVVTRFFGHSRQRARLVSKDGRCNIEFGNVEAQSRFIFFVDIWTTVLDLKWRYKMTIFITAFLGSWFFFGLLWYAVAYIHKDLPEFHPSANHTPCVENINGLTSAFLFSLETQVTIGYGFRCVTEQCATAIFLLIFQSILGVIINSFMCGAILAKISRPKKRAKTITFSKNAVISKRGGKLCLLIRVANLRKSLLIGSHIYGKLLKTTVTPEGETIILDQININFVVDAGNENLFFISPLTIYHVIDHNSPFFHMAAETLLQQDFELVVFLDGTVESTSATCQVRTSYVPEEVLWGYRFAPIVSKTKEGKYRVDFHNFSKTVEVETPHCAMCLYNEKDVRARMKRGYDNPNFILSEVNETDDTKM
PPARg SRC1 recr – PPARgamma-driven SRC-1 recruitment agonism; P37231; PPARgamma-SRC-1 coactivator recruitment biochemical assay; activation, % at 8 µM; hit rate 0.41% among 200,000; in the data active = activation above about 19%;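 also: 0% = DMSO and 100% = reference agonist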
PPARg SRC2 recr – agonists of SRC-2 recruitment by human PPARgamma | P37231 | PPARgamma LBD-SRC-2 recruitment, biochemical | activation, % at 8 µM | hit rate 0.34% among 200,000 | AID 1032; in the data active = activation above about 22%;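 also: 0% = vehicle and 100% = reference agonist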
S1P3 antag – S1P3 (human) receptor antagonism; inhibition, % at 4.98 µM; Q99500; AID 485; hit rate 0.27% among 170,000; CHO S1P3 NFAT-BLA reporter, FRET fluorescence, antagonist mode;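 active = inhibition above the plate cutoff, the mean inhibition of test wells on that plate plus 3 SD, cut at about 28% in these data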;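 also: cells challenged with S1P at its EC80 of 0.8 µM; blue over green emission ratio from cleaved BLA substrate after 4 h stimulation; 0% = S1P-stimulated wells and 100% = unstimulated DMSO-only wells; some compounds past the cut are filed as inactive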
* = called active by the depositor; . = no result given. Random draw from the library; any-hit rate near 13%.

SMILES	bIAP inhibitor	SRC2 TRFRET art	RAM inhibit	HMGR II inh	Redox H2O2 prof	Lmaj promast	PPARg SRC-3 ag	ROMK mod	PPARg SRC1 recr	PPARg SRC2 recr	S1P3 antag
COc1ccc(NS(=O)(=O)c2ccc(NC(=S)NC(=O)/C=C/c3ccc(C)cc3)cc2)nn1	9	1518	4.5	2	0.0	-2	-4	0.0018	-1	-3	-4
CC(C)(C)c1ccc(C(=O)NC(=S)Nc2sc3c(c2C#N)CCC3)cc1	14	1446	2.9	5	0.7	-2	-2	.	5	-4	-6
CCn1c(C)nc2cc(C(=O)N/N=C/c3ccc(N4CCOCC4)cc3)ccc21	-16	1547	1.4	5	-2.2	-9	3	0.0052	3	5	-10
Cc1c(NC(=O)N2CCCCCC2)c(=O)n(-c2ccccc2)n1C	3	1486	2.9	-6	0.5	-3	-6	0.95	-1	-10	1
C=CCn1c(SCC(=O)N(C)C2CCS(=O)(=O)C2)nc2ccccc2c1=O (centres undefined)	15	1739	2.2	-2	-0.8	-3	1	-0.28	1	5	-16
Cc1cc(C)c(NC(=O)c2cc3c(nc4sccn43)s2)c(C)c1	12	1764	0.1	-3	1.0	1	4	.	7	6	7
CC1CC(C)CN(C(=O)CSc2nnc(CSc3ncccn3)n2C)C1 (centres undefined)	-3	1536	0.5	0	-3.5	-8	1	.	1	11	.
Cc1ccc2nc(NC(=O)CN3CCOCC3)sc2c1	-2	1497	0.7	-2	3.6	-4	-4	.	-5	5	6
Cc1nn(C(C)C(=O)NNC(=S)Nc2ccc(F)cc2)c(C)c1[N+](=O)[O-] (centres undefined)	-21	1651	1.1	-6	0.2	-4	8	-0.63	-2	7	.
CC(=O)NC(Cc1c[nH]c2ccccc12)C(=O)OCC(=O)Nc1ccc2c(c1)OCO2 (centres undefined)	9	1611	1.3	-3	-2.2	2	0	0.97	7	-3	-21
CCn1c(SCC(=O)c2ccccc2)nnc1-c1cc2cc(Br)ccc2o1	14	1542	6.3	-3	2.9	43	2	.	4	-5	-3
CCOc1ccc(NS(=O)(=O)c2ccc(SC)cc2)cc1	5	1630	0.9	-1	-0.6	0	7	-1.8	1	12	-11
COc1ccc(N(C(C)C(=O)N2CCC(Cc3ccccc3)CC2)S(C)(=O)=O)cc1 (centres undefined)	-11	1553	0.5	2	-0.7	6	-1	-1.2	-5	1	-8
Cc1ccc(SCc2cc(=O)[nH]c(N3CCN(Cc4ccc5c(c4)OCO5)CC3)n2)cc1	11	1781	-0.3	-2	0.9	-6	8	.	0	8	8
Cn1cc(Br)c(C(=O)Nc2nccs2)n1	-9	1493	-0.9	-1	-0.3	4	3	0.46	4	0	-8
CC(=O)c1ccc(-n2nnnc2SCC(=O)NNC(=O)c2ccco2)cc1	-21	1497	6.1	-9	1.0	-5	-1	.	6	9	.
O=C(NCC1CCCO1)c1cccnc1NCc1ccc(F)cc1 (centres undefined)	-3	1339	-0.1	-2	0.0	-4	1	-0.37	-5	6	-1
COc1ccc(Nc2nc(C)cc(C)c2C#N)cc1	10	1599	2.8	0	-0.6	-5	8	0.013	-7	9	9
CN(C)c1nnnn1-c1ccc(Cl)cc1Cl	-10	1574	0.7	-1	-0.8	-2	2	0.19	1	6	-23
Cc1ccc(CSCC(=O)Nc2ccc(F)cc2)cc1	9	1449	-1.2	-3	0.2	-8	-4	.	0	-1	-2
CCn1c(SCc2ccccc2Cl)nc2nc3c(cc2c1=O)CCCC3	-46	1513	-1.1	-4	1.6	43	4	.	11	-1	-5
Cn1c(C(=O)N2CCCC(C(=O)NCCc3ccccc3)C2)cc2sccc21 (centres undefined)	-3	1871	-0.3	-2	0.3	2	13	.	-6	9	-13
CCCCS(=O)c1c(O)c2ccccc2[nH]c1=O (centres undefined)	-7	1495	-1.2	1	-0.3	-5	3	-0.36	5	2	21
COc1ccccc1-c1nc(-c2ccc(Br)o2)no1	5	1542	3.2	2	-0.4	-3	1	.	-3	-8	.
Cc1nnc(SC(C)C)n(N)c1=O	-3	1484	1.1	-3	-0.5	-8	-1	1.7	1	10	9
O=C(/C=C/c1ccco1)Nc1cccnc1	-11	1355	1.6	-1	-0.2	-2	-1	0.14	1	-1	2
CCCC(=O)OCCNC(=O)c1cc2ccccc2oc1=O	8	1428	0.7	0	2.2	-5	0	0.99	7	1	-18
Cc1ccccc1C(=O)NCCCCc1ccccc1	14	1297	-0.1	4	0.3	-1	0	-0.8	4	-2	-6
COc1cccc(C2(CSc3nnc(-c4cc(OC)c(OC)c(OC)c4)o3)OCCO2)c1	1	1574	3.6	0	-7.5	13	6	0.34	0	8	.
CC(C)N=C(NC#N)SCc1ccc(Br)cc1	6	1460	1.2	-2	-4.0	15	-2	.	7	-1	.

One compound at a time (already shown). Values in the order: bIAP inhibitor | SRC2 TRFRET art | RAM inhibit | HMGR II inh | Redox H2O2 prof | Lmaj promast | PPARg SRC-3 ag | ROMK mod | PPARg SRC1 recr | PPARg SRC2 recr | S1P3 antag
Cc1ccccc1C(=O)NCCCCc1ccccc1 in the list: 14 | 1297 | -0.1 | 4 | 0.3 | -1 | 0 | -0.8 | 4 | -2 | -6
CC(=O)c1ccc(-n2nnnc2SCC(=O)NNC(=O)c2ccco2)cc1 in the list: -21 | 1497 | 6.1 | -9 | 1.0 | -5 | -1 | . | 6 | 9 | .

Next section.
SMILES	bIAP inhibitor	SRC2 TRFRET art	RAM inhibit	HMGR II inh	Redox H2O2 prof	Lmaj promast	PPARg SRC-3 ag	ROMK mod	PPARg SRC1 recr	PPARg SRC2 recr	S1P3 antag
CCn1c(=O)cc(OCC(=O)Nc2cccnc2)c2ccccc21	-6	1625	-0.7	-6	0.6	0	15	.	8	3	-18
CC(C)c1ccc(C2CC(=O)N3CN(Cc4ccco4)CSC3=C2C#N)cc1 (centres undefined)	16	1538	3.0	-4	2.1	-3	4	-0.99	2	0	-2
CCC(c1nnnn1CCc1ccccc1)N(Cc1ccco1)Cc1cc2cc(C)cc(C)c2[nH]c1=O (centres undefined)	5	1801	6.1	4	2.2	90*	2	-1.6	6	4	-22
CC(=O)N1c2c(cc(Br)cc2S(=O)(=O)NCc2cccnc2)CC1C (centres undefined)	-2	1636	0.5	-7	-3.3	-2	6	.	-4	2	.
O=C(Nc1ccc(N2CCN(Cc3ccccc3F)CC2)cc1)c1ccccc1[N+](=O)[O-]	6	1664	1.8	6	0.1	-3	8	.	3	-1	-8
O=C(CSc1nnc(-c2ccncc2)n1CCc1ccccc1)NCc1ccccc1	3	1522	0.9	-1	0.3	11	8	-0.038	7	5	.
Brc1cnc(N2CCOCC2)nc1N1CCCCC1	-1	1631	0.2	2	-0.3	-10	3	.	9	9	-12
CC(c1ccccc1)N1C(=O)C2C3CCC(C3)C2C1=O (centres undefined)	-18	1620	0.0	-3	0.1	-3	3	.	4	-1	-11
COc1cc2c(cc1OC)C(c1ccc(-c3ccc(Cl)cc3Cl)o1)=NCC2	2	1662	0.7	2	-8.6	27	1	0.047	0	2	.
N#C/C(=C\c1ccc(Br)s1)C(=O)N1CCN(c2ccccc2)CC1	-3	1629	3.7	6	-0.1	-5	3	.	-2	1	0
COc1ccc(-c2nnc(SCC(=O)N3CCCC(C)C3)o2)c(OC)c1 (centres undefined)	-10	1698	-0.5	3	1.8	-1	24	.	14	16	0
O=C(c1ccccc1)c1cc2c(cc1[N+](=O)[O-])OCCO2	1	1774	1.1	-2	0.5	-4	0	0.47	2	-1	-2
Cc1cc(O)ccc1NC(=O)CCN1C(=O)c2ccc([N+](=O)[O-])cc2C1=O	15	1543	3.0	2	0.2	70*	2	.	0	-6	0
COc1ccc(-c2csc(NC(=O)c3ccc(OCC(=O)N4CCOCC4)c(OC)c3)n2)cc1OC	-25	1429	3.8	2	.	71*	0	.	-1	-1	-10
Cc1ccc(CN2CCSCC2)c(C)c1	2	1620	1.2	0	0.1	-3	2	0.37	4	6	-15
CN(C)c1ccnc2sc3c(NCC(O)CO)ncnc3c12 (centres undefined)	10	1398	0.1	-2	0.1	-5	-1	.	5	-8	8
O=C(O)c1cccnc1SC1CC(=O)N(c2cccc(C(F)(F)F)c2)C1=O (centres undefined)	5	1819	2.2	-6	-1.1	-10	-4	.	3	9	-19
C=COCCNC(=O)C(=O)NC(C)C	8	1380	0.5	0	1.9	0	-1	1.1	-1	-3	.
O=C(NC1CCc2ccccc21)c1cc(COc2ccc(F)cc2F)on1 (centres undefined)	9	1449	0.6	-4	0.7	23	-2	0.28	0	11	-13
O=C(COc1ccc(C(=S)N2CCOCC2)cc1)N1CCCC1	7	1459	0.0	-12	2.1	-1	4	.	2	0	1
COc1ccc(N2CC(C)Cn3c2nc2c3c(=O)[nH]c(=O)n2C)cc1 (centres undefined)	-2	1495	2.6	0	0.3	-3	-5	.	5	3	-29

Structures from the list above containing bromine:
SMILES	bIAP inhibitor	SRC2 TRFRET art	RAM inhibit	HMGR II inh	Redox H2O2 prof	Lmaj promast	PPARg SRC-3 ag	ROMK mod	PPARg SRC1 recr	PPARg SRC2 recr	S1P3 antag
CCn1c(SCC(=O)c2ccccc2)nnc1-c1cc2cc(Br)ccc2o1	14	1542	6.3	-3	2.9	43	2	.	4	-5	-3
Cn1cc(Br)c(C(=O)Nc2nccs2)n1	-9	1493	-0.9	-1	-0.3	4	3	0.46	4	0	-8
COc1ccccc1-c1nc(-c2ccc(Br)o2)no1	5	1542	3.2	2	-0.4	-3	1	.	-3	-8	.
CC(C)N=C(NC#N)SCc1ccc(Br)cc1	6	1460	1.2	-2	-4.0	15	-2	.	7	-1	.
CC(=O)N1c2c(cc(Br)cc2S(=O)(=O)NCc2cccnc2)CC1C (centres undefined)	-2	1636	0.5	-7	-3.3	-2	6	.	-4	2	.
Brc1cnc(N2CCOCC2)nc1N1CCCCC1	-1	1631	0.2	2	-0.3	-10	3	.	9	9	-12
N#C/C(=C\c1ccc(Br)s1)C(=O)N1CCN(c2ccccc2)CC1	-3	1629	3.7	6	-0.1	-5	3	.	-2	1	0

Compound activity as filed in PubChem BioAssay.
